High-throughput results: PubChem, Emory University Molecular Libraries Screening Center
14-3-3g Raf: modulators of human 14-3-3 gamma - Raf peptide interaction; P61981; FP, 14-3-3gamma / TMR-pS259-Raf peptide binding; inhibition, % at 40 µM; actives 0.19% (n = 160,000); AID 422; in the data active = inhibition above about 30%;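 note: 0% = protein plus tracer without compound and 100% = blank with tracer alone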
Target sequence (P61981 whole entry, looked up): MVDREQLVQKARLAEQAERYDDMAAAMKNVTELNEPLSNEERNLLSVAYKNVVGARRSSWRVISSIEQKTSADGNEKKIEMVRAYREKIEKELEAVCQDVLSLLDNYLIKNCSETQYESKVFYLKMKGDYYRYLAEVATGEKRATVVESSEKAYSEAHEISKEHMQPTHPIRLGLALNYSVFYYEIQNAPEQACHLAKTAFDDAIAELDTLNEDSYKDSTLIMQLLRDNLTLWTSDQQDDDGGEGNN
The depositor's hits bear a star; & = joins results of further samples.

14-3-3g Raf | SMILES
-13 | CCc1ccc(NS(=O)(=O)c2ccc3[nH]cc(C(=O)N4CCc5ccccc5C4)c(=O)c3c2)cc1
-8 | OCCCc1nc2ccccc2[nH]1
-10 | CCOC(=O)c1cnc2c(C)cccc2c1Nc1cccc(C(=O)O)c1
1 | COCCOC(=O)C1=C(N)OC2=C(C(=O)CCC2)C1c1cccnc1 (centres undefined)
-6 | O=C(CCC1Nc2c3ccccc3nc(=S)n2C1=O)N1CCN(c2ccc(Cl)cc2)CC1 (centres undefined)
-6 | O=C(CCc1ccccc1)Nc1cccc(F)c1
-1 | CC(C)CC1=NN(C(=O)c2ccc(F)cc2)C(O)(C(F)(F)F)C1 (centres undefined)
-11 | COc1cc(NC(=O)c2cccc(Br)c2)c(C(=O)O)cc1OC
-5 | O=C(NCc1ccc2c(c1)OCO2)c1c(F)c(F)c(F)c(F)c1F
3 | O=C1CSC(c2cccc([N+](=O)[O-])c2)N1c1ccc(Cl)cn1 (centres undefined)
8 | O=C(NCCc1ccccc1)c1ccc(Br)o1
-7 | Cc1cc(C(=O)OCC(=O)N2CC(C)CC(C)C2)c(C)o1 (centres undefined)
5 | Cc1cc(C)c(NS(=O)(=O)c2c(C)n[nH]c2C)c(C)c1
-1 | CCCCc1ccc(C(=O)CSc2nc(C)cc(C)c2C#N)cc1
-5 | COc1cccc(NC(=O)c2ccncc2)c1
7 | C=CCOC(=O)C1=C(C)NC2=C(C(=O)CC(C)(C)C2)C1c1ccccc1Cl (centres undefined)
-5 | CCOC(=O)Cc1csc(NC(=O)CN(C)S(=O)(=O)c2ccc3c(c2)CCC(=O)N3)n1
-4 | CCOC(=O)c1c(NC(=O)c2ccc3c(c2)OCO3)sc(C(=O)NC2CCCC2)c1C
-6 | COc1ccccc1CN1C(=O)c2ccncc2C1=O
0 | NCCCNCCSP(=O)(O)O
-19 | CC(=O)N1CCc2cc(S(=O)(=O)NC(Cc3ccccc3)C(=O)Nc3ccc(C)cc3)ccc21 (centres undefined)
-12 | Cc1ccccc1C(=O)Nc1ccc(C(=O)Nc2cccc(C(F)(F)F)c2)cc1
-7 | Cn1c(=O)c2cc(C(=O)Nc3ccc(Oc4ccccc4)cc3)sc2c2ccccc21
1 | O=C(CN1CCN(C2CCCCC2)CC1)NCCC1=CCCCC1
-4 | Fc1ccc(OCCn2cc(C(=S)N3CCCCC3)c3ccccc32)cc1
-7 | O=C(Cc1ccc(F)cc1)Nc1c2c(nn1-c1cccc(Cl)c1)CS(=O)(=O)C2
1 | Cc1nn(Cc2ccccc2)c2sc(C(=O)N3CCN(Cc4ccc5c(c4)OCO5)CC3)cc12
2 | C=CCn1c(SCC(=O)NC(C)(C)C)nnc1-c1ccco1
-4 | CC1(C)CC(=O)C2=C(C1)Nc1nc(SCc3ccccc3Cl)[nH]c(=O)c1C2c1ccncc1 (centres undefined)
-18 | O=C1C(=O)N(c2ccc(S(=O)(=O)Nc3nccs3)cc2)C(c2ccc(Cl)cc2)/C1=C(\O)c1ccc(Cl)cc1 (centres undefined)
4&1 | CN(C)C(=O)CN1C(=O)C2CC=C(Cl)CC2C1=O (centres undefined)
7 | Cc1cccc(N2CCN(C(=O)C3CC(=O)N(CCC(C)C)C3)CC2C)c1 (centres undefined)
-2 | COC(=O)CN(C#N)c1nc(SC)nc(N(C)C)n1
-6 | CCOC(=O)c1c(CN2CCOCC2)n(C)c2ccc(OC)c(S(=O)(=O)c3ccccc3)c12
0 | Cc1cccc(OCCSc2nc3ccccc3c(=O)[nH]2)c1
-25 | O=c1[nH]c(-c2cccnc2)nc2ccccc12
-189 | COc1ccc(OC)c(-n2cnc3cc(C(=O)NC4CCCC4)ccc32)c1
-9 | Cn1c2ccccc2c2nnc(SCC(=O)OCN3C(=O)c4ccccc4C3=O)nc21
-1 | Clc1cc(Cl)c2nc(N3CCCC3)sc2c1
-10 | CC1=CC(C)(C)N(C(=O)CSc2n[nH]c(-c3ccccc3)n2)c2ccc(C)cc21
0 | Cc1nc(-c2ccccc2)c2cc([N+](=O)[O-])ccc2n1
-4 | NCCCn1nnc2ccccc21
-5 | O=C(CN1N=C(c2ccccc2)CCC1=O)NCc1ccco1
-6 | Cc1nc2nc[nH]n2c(=O)c1CCC(C)C
-6&3 | CC1Cn2c(nc3c2c(=O)[nH]c(=O)n3C)O1 (centres undefined)
2 | Cc1nc(-c2ccc([N+](=O)[O-])cc2)cs1
-4 | CCc1cccc(NC(=O)c2cc3c(-c4cccc(OC)c4)nn(C)c3s2)c1
-5 | O=S(=O)(Nc1ccccc1F)c1cccc2nsnc12
4 | COCCNC(=O)COc1cc(=O)n(C)c2ccccc12
3 | c1ccc(SCc2nc3ccccc3[nH]2)nc1
1 | Cc1ccc(C)c(CSc2cn(CCNC(=O)c3cccs3)c3ccccc23)c1
-4 | COc1cccc(CNC(=O)CCCNS(=O)(=O)c2cccs2)c1
0 | O=C(C1CCN(S(=O)(=O)N2CCOCC2)CC1)N1CCC(Cc2ccccc2)CC1
-2 | O=C1CC(c2cccc([N+](=O)[O-])c2)Sc2nc3ccccc3n21 (centres undefined)
-3 | CCCC(=O)NCCSC
-1 | O=C(NCCC1=CCCCC1)c1ccc(Br)o1
3 | COC(=O)Cc1c(C)c2ccc(OC(=O)c3ccco3)cc2oc1=O
-8 | CCOC(=O)c1c(C)[nH]c(NC(=O)N2CCOCC2)c1C
1 | Cc1cc(C)nc(N2CCCC(C(=O)NC3CCCC3)C2)n1 (centres undefined)
1 | CCN1CCN(S(=O)(=O)c2ccc(Oc3ccccc3OC)cc2)CC1

By substructure: the entries above containing a COOH group.
14-3-3g Raf | SMILES
-10 | CCOC(=O)c1cnc2c(C)cccc2c1Nc1cccc(C(=O)O)c1
-11 | COc1cc(NC(=O)c2cccc(Br)c2)c(C(=O)O)cc1OC

3 of these compounds, set out differently.
SMILES,14-3-3g Raf
Cc1nc(-c2ccc([N+](=O)[O-])cc2)cs1,2
Cc1cc(C)nc(N2CCCC(C(=O)NC3CCCC3)C2)n1 (centres undefined),1
CCOC(=O)c1c(CN2CCOCC2)n(C)c2ccc(OC)c(S(=O)(=O)c3ccccc3)c12,-6

Some of these compounds in order of the 14-3-3g Raf value, descending:
14-3-3g Raf | SMILES
7 | Cc1cccc(N2CCN(C(=O)C3CC(=O)N(CCC(C)C)C3)CC2C)c1 (centres undefined)
3 | COC(=O)Cc1c(C)c2ccc(OC(=O)c3ccco3)cc2oc1=O
2 | Cc1nc(-c2ccc([N+](=O)[O-])cc2)cs1
1 | Cc1ccc(C)c(CSc2cn(CCNC(=O)c3cccs3)c3ccccc23)c1
0 | Cc1cccc(OCCSc2nc3ccccc3c(=O)[nH]2)c1
-3 | CCCC(=O)NCCSC
-189 | COc1ccc(OC)c(-n2cnc3cc(C(=O)NC4CCCC4)ccc32)c1

Other results follow:
14-3-3g Raf | SMILES
4 | CCNS(=O)(=O)c1ccc(NC(=O)Nc2cccc(OC)c2)cc1
5 | O=C(Nc1ccc(O)cc1)c1cc2n(n1)C(C(F)(F)F)CC(c1ccco1)N2 (centres undefined)
4 | c1ccc2c(OCc3nc4c5c6c(sc5ncn4n3)CCCCC6)cccc2c1
-3 | CCn1ncc(C2=NOC(C(=O)Nc3c(C)n(C)n(-c4ccccc4)c3=O)C2)c1C (centres undefined)
3 | CCCC(=O)Nc1nc(-c2ccc3c(c2)OCCO3)cs1
0 | O=C(c1cccs1)N1CCN(S(=O)(=O)c2ccc3ccccc3c2)CC1
-11 | CC(C)OC(=O)CSc1nc(N)c(C#N)c(-c2cccs2)c1C#N
-4 | COc1ccccc1N1C(=O)CC(Sc2ncccc2C(=O)O)C1=O (centres undefined)
-2 | CC(=O)Nc1ccc(S(=O)(=O)Nc2ccc(Br)cc2)cc1
-14 | CCOC(=O)c1cc2c(=O)n3ccccc3nc2n(CC(C)C)c1=NC(=O)c1ccc(OCC)cc1
1 | CCN(C(=O)CCc1nc(-c2ccc(OC)cc2)no1)c1cc(OC)ccc1OC
-4 | Cc1c(C(O)CN2CCN(Cc3ccc4c(c3)OCO4)CC2)c2ccccc2n1C (centres undefined)
-3 | COc1cc(-c2nc(S(=O)(=O)c3ccc(Cl)cc3)c(N3CCOCC3)o2)cc(OC)c1OC
-11 | COc1ccc2nc(NC(=O)C3CCN(S(=O)(=O)c4cnc[nH]4)CC3)sc2c1
-1 | CCCC(C(=O)NC1CCCC1)N(CCCN1CCOCC1)C(=O)c1snc(C(N)=O)c1N (centres undefined)
-23 | CCn1c(SCC(=O)Nc2ccc(-c3nc4ccc(C)cc4s3)cc2)nnc1-c1ccccc1
-4 | O=C(CCn1c(=S)[nH]c2cc3c(cc2c1=O)OCO3)NCC1CCCO1 (centres undefined)
5&-1 | Cc1ccc(CCN2CC(C(=O)NCCCN3CCOCC3)CC2=O)cc1 (centres undefined)
-9 | CCOC(=O)c1sc(NC(=O)c2cc(-c3ccc(OC)c(OC)c3)nc3ccccc23)nc1C
-8 | CCOc1ccccc1C(=O)N1CCC(n2nnc3cc(C)ccc32)CC1
-9 | O=[N+]([O-])c1cccc(N=Cc2ccccc2F)c1
0 | O=C(NCc1ccc(Cl)cc1)C1CCCN(S(=O)(=O)c2cnc[nH]2)C1 (centres undefined)
-9 | CN(C)CCNC(=O)c1ccc(Cl)s1
-4 | COc1ccc(N2Cc3cccc(C(=O)O)c3C2=O)cc1
-4 | CCOc1ccc(CNC(=O)c2cn(C3CCCC3)c(=O)c3c2c2ccccc2n3C)cc1
-7 | Cc1ccc(OCC(=O)N(c2ccc(C)cc2)S(=O)(=O)c2ccc(Cl)cc2)cc1
1 | CSc1ccc(C2C3C(=O)N(Cc4ccccc4)C(=O)C3ON2c2ccc(Cl)cc2)cc1 (centres undefined)
-32 | C=CCOC(=O)C1=C(C)N=C2SCCC(=O)N2C1c1cccc(Oc2ccccc2)c1 (centres undefined)
1&5 | O=C(CC1(O)C(=O)Nc2ccccc21)c1ccc2c(c1)OCO2 (centres undefined)
-3 | CCC(=O)N1CCc2cc(S(=O)(=O)NC(C(=O)NCc3ccc(C)cc3)C(C)C)ccc21 (centres undefined)
-10 | CC(=O)c1cccc(NC(=O)c2ccc(N3CC4CC(C3)c3cccc(=O)n3C4)c([N+](=O)[O-])c2)c1 (centres undefined)
-29 | Cc1cc(-n2c(=S)sc3c(=O)[nH]c(SCC(=O)Nc4nccs4)nc32)ccc1Cl
0 | O=C(Cc1ccccc1)N1CCN(S(=O)(=O)c2ccc(Br)cc2)CC1
-50 | COc1cccc2cc(-c3nc(-c4ccc5ccccc5c4)cs3)c(=O)oc12
-3 | CCOC(=O)N1CCN(C(=O)C2CCN(C(=O)c3cc4sccc4n3CC)CC2)CC1
0 | COc1ccc(C=Nc2ccc(S(N)(=O)=O)cc2)cc1O
6 | COc1ccc(C2(c3ccc(OC)cc3)C(=O)N(C)N(C)c3ccccc32)cc1
12 | CN1C(=O)c2ccccc2C(C(=O)NCCN2CCc3ccccc3C2)C1c1c[nH]c2ccccc12 (centres undefined)
-1 | CC(C)(C)N=C1NC(=NC(C)(C)C)c2ccccc21
-7 | CC(=O)c1ccc(NC(=O)c2ccc(C(C)(C)C)cc2)cc1
1 | CCCCn1c(C(F)(F)F)nc2c(=O)oc3ccccc3c21
0 | CCOC(=O)c1cc2occc2n1CC(=O)N1CCN(C(=O)c2ccco2)CC1
-5 | Cn1c(SCC(=O)N2CCOCC2)nnc1-c1ccc(Cl)cc1Cl
-11 | CCC1CCCCN1S(=O)(=O)c1ccc2[nH]c(=O)cc(C(=O)NCc3ccc4c(c3)OCO4)c2c1 (centres undefined)
1 | Cc1ccc(OCc2nc(-c3ccccc3)no2)c(C)c1
-1 | COc1ccc(Nc2oc(COc3ccccc3F)nc2C#N)cc1
-2 | CCOC(=O)c1c(C)[nH]c2c1-c1cc(Br)ccc1C(=O)C2=O
-4 | CCC(=O)Nc1c2c(nn1C(C)(C)C)CSC2
-6 | Cc1cc(C)c(Cc2c(C)nc3c(C(=O)NCc4ccccc4)cnn3c2C)c(C)c1
4 | COCC(=O)Cc1nc(N)nc(Nc2ccc(C)cc2)n1
-2 | CC(=O)Nc1ccc(NC(=O)c2ccc(F)cc2)cc1
-3&-19 | O=C(c1cc2nc(-c3ccco3)cc(C(F)(F)F)n2n1)N1CCc2ccccc2C1
-9 | CCC(Sc1nc2ccccc2s1)C(=O)Nc1nnc(C)s1 (centres undefined)
-4 | CCc1ccc(-c2nc(-c3ccc(C)cc3)no2)cc1
-9 | Cc1ccc(C(=O)Nc2ccccc2C(=O)O)cc1N
-3 | COC(=O)/C=c1/sc2nc3ccccc3n2c1=O
-12 | CCN(CC)c1nc(N2CCOCC2)nc(C)c1[N+](=O)[O-]
-8 | COc1cccc(Oc2ncnc(N)c2[N+](=O)[O-])c1
4 | COc1cccc(C=Cc2cc(C(F)(F)F)[nH]c(=O)n2)c1OCC(=O)O
-44 | COc1ccc(Cl)cc1C(=O)Nc1cc2nn(-c3ccccc3)nc2cc1C

(next part)
14-3-3g Raf | SMILES
-1 | COc1cc(-c2nc3cc4ccccc4cc3nc2-c2ccc(O)c(OC)c2)ccc1O
-3 | COc1ccc(OC)c(N(CC(=O)NCc2cccnc2)S(C)(=O)=O)c1
-6 | O=C(COC(=O)c1ccc(N2C(=O)C3CCCCC3C2=O)cc1)c1ccc(Br)cc1 (centres undefined)
0 | C=C(C)c1cccc(C(C)(C)NC(=O)N2CCN(c3ccccc3F)CC2)c1
-21 | O=C(Nc1ccc(Br)cc1)c1cc2c(=O)n3ccccc3nc2s1
-5 | CC(=O)N1CC2(c3ccccc3)CN(C(C)=O)CC(c3ccccc3)(C1)C2=O
5 | CC(C)n1c(SCCc2ccccc2)nc2c1c(=O)[nH]c(=O)n2C
-46 | O=C(CSc1nc2c(cnn2-c2ccc(Cl)cc2)c(=O)[nH]1)Nc1ccc2c(c1)OCO2
0&3 | O=C(O)CC(NS(=O)(=O)c1ccc(Br)cc1)c1ccco1 (centres undefined)
-6 | CCCC(O)(CCN1CCOCC1)c1ccc(OC)cc1 (centres undefined)
0 | Cc1ccccc1C(=O)Nc1sc2c(c1C(=O)N1CCCCC1)CCC(C(C)(C)C)C2 (centres undefined)
4 | CCOC(=O)CCSCC(=O)Nc1cc(C)on1
-10 | CCCCCNC(=O)C(C#N)c1nc2ccccc2nc1N1CC(C)OC(C)C1 (centres undefined)
-30 | Cc1nc2c(C(=O)n3ccnc3)cnn2c(C)c1Cc1ccccc1Cl

Some of the compounds tested; rates above refer to the full screens.
